Screening data (PubChem)
Mcl1 Noxa PPI: disrupts binding of human Mcl-1 to Noxa peptide. Q07820. TR-FRET Mcl-1/Noxa peptide binding, 2 h. inhibition, % at 21.7 µM. actives 1.5% (n = 220,000). AID 1022;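 active means compounds that cut the protein-peptide binding signal by more than 50% relative to plate controls in a single-dose test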;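 further: His-tagged Mcl-1 with rhodamine Noxa BH3 peptide and terbium anti-His antibody; 0% = Mcl-1 plus Noxa peptide wells and 100% = peptide-only wells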
Target sequence (Q07820 whole entry, looked up): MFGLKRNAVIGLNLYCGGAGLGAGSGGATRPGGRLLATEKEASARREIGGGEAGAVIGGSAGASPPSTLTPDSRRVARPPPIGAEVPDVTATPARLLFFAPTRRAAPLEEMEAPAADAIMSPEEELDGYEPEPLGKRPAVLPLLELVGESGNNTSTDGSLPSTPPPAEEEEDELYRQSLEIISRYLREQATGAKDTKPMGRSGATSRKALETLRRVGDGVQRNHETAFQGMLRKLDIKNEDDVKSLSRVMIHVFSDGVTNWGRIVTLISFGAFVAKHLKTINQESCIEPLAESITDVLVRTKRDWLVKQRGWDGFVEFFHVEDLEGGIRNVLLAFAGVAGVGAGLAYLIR
Rac1 wt GTP bind: alters GTP binding to wildtype human Rac1. GST-Rac1 beads, fluorescent GTP binding, flow cytometry; actives lie on both sides; 0 = cold GTP competed, 100 = untreated. P63000. actives 0.27% (n = 190,000). GTP binding activity (% of control), % at 10 µM;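 active means GTP binding activity at least 20 points away from the 100% control level, either lower or higher; inconclusive means compound flagged as likely green fluorescent, judged across all proteins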
Mcl-1 Bim block: human Bim-Mcl-1 interaction inhibition; Q07820; Bead-based flow cytometry, Bim peptide-Mcl-1 binding; inhibition, % at 10 µM; actives 0.1% (n = 190,000); in the data active means inhibition above about 40%;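 further: 0% = no compound tracer wells and 100% = peptide blocker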
Cdc42 wt: modulators (inhibitors or activators) of GTP binding to human Cdc42 wildtype; P60953; GST-Cdc42 beads, Bodipy-GTP binding, flow cytometry; actives lie on both sides; percent activity (GTP binding), % at 10 µM; actives 0.2% (n = 190,000); AID 761;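 active means percent activity GTP binding at least 20 points away from the 100% baseline, either down as inhibitor or up as activator; inconclusive means compound flagged as likely green fluorescent from well-wide comparison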;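 further: median bead fluorescence of bound Bodipy-FL-GTP at 100 nM; 0% = excess unlabeled GTP control and 100% = no compound control; below 100% means less GTP binding so inhibitor and above means activator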
Target sequence (P60953 whole entry, looked up): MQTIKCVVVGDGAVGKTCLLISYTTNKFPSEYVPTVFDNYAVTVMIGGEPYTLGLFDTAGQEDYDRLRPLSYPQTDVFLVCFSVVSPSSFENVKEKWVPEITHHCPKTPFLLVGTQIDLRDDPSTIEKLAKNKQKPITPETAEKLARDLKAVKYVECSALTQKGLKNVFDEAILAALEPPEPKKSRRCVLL
HRas wt GTP: changes GTP binding to wildtype human HRas | AID 759 | actives 0.14% (n = 190,000) | GST-Ras wt beads, Bodipy-FL-GTP binding, flow cytometry; actives lie on both sides | GTP binding activity, % at 10 µM | P01112;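 active means GTP binding activity at least 20% away from the 100% baseline, either lowered as inhibitor or raised as activator; inconclusive means flagged as likely green fluorescent, judged across all proteins in the well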;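 further: 0% = unlabeled GTP competition control and 100% = no-compound control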
Target sequence (P01112 whole entry, looked up): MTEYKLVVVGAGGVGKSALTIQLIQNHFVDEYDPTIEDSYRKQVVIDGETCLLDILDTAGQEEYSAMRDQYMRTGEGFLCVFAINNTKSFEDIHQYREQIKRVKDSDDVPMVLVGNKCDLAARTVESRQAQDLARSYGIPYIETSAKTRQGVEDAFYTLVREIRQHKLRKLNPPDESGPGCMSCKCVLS
Avidin fluor: avidin bead compound fluorescence profile; Avidin beads, compound fluorescence 488/530 nm, flow cytometry; hits give high values; fluorescence (KMESF) at 10 µM; actives 0.38% (n = 220,000); AID 1775; in the data active means fluorescence above about 47; further: inactives centre near 10
Rab7 wt modul: alters GTP binding to wildtype dog Rab7. GST-Rab7 beads, fluorescent GTP binding, flow cytometry; actives lie on both sides; untreated = 100%, excess cold GTP = 0%. GTP binding activity (percent of control), % at 10 µM. actives 0.055% (n = 190,000). AID 758;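 active means fluorescent GTP binding to Rab7 beads changed by at least 20 points from the 100% baseline, either direction, mostly lower; inconclusive means compound itself probably fluorescent, or too few beads counted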;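 further: median green fluorescence of bound Bodipy-FL-GTP per Rab7 bead population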
Rab2 wt GTP: changes GTP binding to wildtype dog Rab2A, up or down. GST-Rab2 wt beads, Bodipy-GTP binding, flow cytometry. P61105. GTP binding activity, % at 10 µM. actives 0.19% (n = 190,000). AID 760;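 active means GTP binding activity at least 20 points away from 100%, either lowered or raised; inconclusive means signal likely due to the compound's own green fluorescence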;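 further: 0% = beads with excess unlabeled GTP and 100% = no-compound control corrected for plate trend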
Rac1 mut GTP: alters GTP binding to activated mutant human Rac1; GST-Rac1 activated beads, fluorescent GTP binding, flow cytometry; actives lie on both sides; 100% means binding = to untreated wells; percent activity (GTP binding), % at 10 µM; actives 0.11% (n = 190,000);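 active means GTP binding at least 20 percentage points away from the 100% baseline, in either direction, so actives lie on both sides; inconclusive means Compound likely fluorescent itself, or too few beads counted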
Mcl1 Bid PPI: Mcl-1/Bid interaction inhibition | AID 1021 | Q07820 | actives 0.97% (n = 220,000) | inhibition, % at 21.7 µM | TR-FRET Mcl-1/Bid-Dy647 peptide binding, 1536-well;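 active means compounds that cut the binding signal by more than half at the single screening dose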;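 further: His-tagged Mcl-1 with europium anti-His antibody binding Bid BH3 peptide; 0% = Mcl-1 plus peptide wells and 100% = peptide-only wells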
Pf gamet viab: inhibitors of late stage P. falciparum gametocyte viability; P. falciparum stage V gametocytes, ATP luminescence, 24 h; inhibition, % at 10.9 µM; actives 0.065% (n = 150,000);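 active means inhibition above the mean plus 3 SD of compounds within the control limits, set per campaign, cut at about 38% in these data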;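 further: 0% = DMSO wells and 100% = medium only without gametocytes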
Numbers without * were called inactive; ? = inconclusive; / = not tested or not shown.

SMILES	Mcl1 Noxa PPI	Rac1 wt GTP bind	Mcl-1 Bim block	Cdc42 wt	HRas wt GTP	Avidin fluor	Rab7 wt modul	Rab2 wt GTP	Rac1 mut GTP	Mcl1 Bid PPI	Pf gamet viab
CCCCC(CC(O)COCC(C)C)C(=O)NN (centres undefined)	0	94	-2	91	93	5	96	95	92	-3	/
O=C(CC1Nc2ccccc2NC1=O)Nc1ccccc1 (centres undefined)	-5	102	-1	101	99	34	98	98	98	-23	/
Cc1[nH][nH]c(=O)c1C(c1c(C)[nH][nH]c1=O)c1cn(Cc2cccc3ccccc23)c2ccccc12	-58	96	-1	94	99	17	100	98	94	-105	29
Cc1cccc(-n2c(-c3csc4ccccc34)n[nH]c2=S)c1	10	104	-5	104	102	3	100	103	101	-22	3
CCOc1ccc(N(CC(=O)NN=C2CCN(C)CC2)S(C)(=O)=O)cc1	8	105	-3	103	103	14	102	101	101	-22	/
O=C1NC(NS(=O)(=O)c2ccccc2)(C(F)(F)F)C(=O)N1c1ccc(F)cc1 (centres undefined)	1	106	-5	102	103	7	103	102	101	-3	19
CCCCOc1ccc(/C=N/NC(=O)c2csc(C)c2C)cc1	8	98	0	101	102	9	100	102	98	-11	7
COC(=O)c1sccc1NC(=O)c1cc(-c2cccc(C)c2)nc2ccccc12	4	103	0	105	106	21	104	103	97	36	/
Cc1ccc(-n2c(CNC(=O)c3cccs3)nnc2SCC(=O)NO)cc1	6	106	-2	100	100	9	105	99	98	-5	2
COc1ccc(NC(=O)C(Cl)=C(Cl)Cl)cn1	16	98	3	93	91	14	91	90	96	6	-6
CC(=O)N(Cc1ccccc1)c1nc(-c2ccccc2)cs1	0	98	-1	99	100	12	106	100	96	-28	-7
COc1cccc(C(=O)C[n+]2ccccc2/C=N/O)c1	-3	101	-2	97	99	3	97	97	96	-42	-6
Cc1ccc(C)c(CSc2nnc([C@@H](N)C(C)C)o2)c1	21	103	-1	98	99	11	101	98	99	-20	-8
COc1cc(/C=C2/C(=N)N3OC(C)=CC3=NC2=O)ccc1OC(=O)c1ccco1	7	96	0	94	94	11	97	97	98	-3	13
CCC(=O)c1ccc(OCCn2cncn2)cc1	6	94	1	99	97	15	93	97	96	-4	/
COC(=O)c1c(NC(=O)c2ccc(Br)o2)sc(C)c1C	3	93	-2	95	95	9	98	94	93	-8	/
COc1ccc(CNCCNC(=O)c2ccco2)c(OC)c1OC	23	100	-2	100	99	15	97	95	96	13	/
CC(C)CC(=O)Nc1ccc2oc(-c3cccnc3)nc2c1	14	107	1	105	104	36	104	102	101	7	/
Cc1c(NC(=O)c2ccccc2NS(=O)(=O)c2ccc(F)cc2)c(=O)n(-c2ccccc2)n1C	3	100	3	99	97	5	100	96	96	-21	/
CCOC(=O)c1c(NC(C)=O)sc2c(O)c(Br)cc(Br)c12	84*	94	-3	95	95	10	97	92	92	-15	3
CCOc1ccc(/C(O)=C2/C(=O)C(=O)N(CCN(C)C)C2c2ccccc2)cc1Cl (centres undefined)	-14	103	-3	102	98	14	97	99	99	-26	-12
c1ccc(Cc2nn3c(C4COc5ccccc5O4)nnc3s2)cc1 (centres undefined)	-9	108	-10	103	104	11	103	100	96	-11	/
CC[C@H](C)[C@@H]1NC(=O)c2cc([N+](=O)[O-])cc(F)c2OCC[C@@H](C(N)=O)NC(=O)[C@H](CCCCN)NC1=O	19	104	-3	104	98	11	91	101	100	2	/
O=C(COC(=O)c1cccnc1Cl)Nc1cc(S(=O)(=O)N2CCCCC2)ccc1Cl	9	101	-2	99	101	11	98	97	99	-12	-54
O=C(c1ccc(S(=O)(=O)Cc2ccccc2Cl)c([N+](=O)[O-])c1)N1CCN(c2ccccn2)CC1	6	93	-1	92	92	15	94	95	92	5	14
c1ccc(NC(=NCc2ccco2)c2ccccc2)cc1	7	108	-6	103	101	27	104	99	99	-6	/
Cc1ccsc1C1C(C#N)=C(N)N(N(C)C)C2=C1C(=O)CC(C)(C)C2 (centres undefined)	8	94	0	93	95	10	99	98	93	-10	-3
CCCn1c(=N)n(CC(=O)O)c2ccccc21	0	103	-2	97	100	20	100	98	97	-2	-11
CCOc1cc(/C=N/n2nnnc2N)ccc1OCc1c(C)no[n+]1[O-]	16	99	3	101	98	2	96	97	97	4	-5
c1ccc(-c2ncc(CSc3nncn3-c3ccccc3)s2)cc1	22	106	1	102	104	7	101	103	101	2	-4
CCOc1ccccc1CNC(=O)c1cc2occc2n1C	7	107	-4	104	101	5	99	101	103	-32	/
COc1ccc(NC(=O)C(C)N(c2ccc(C)cc2)S(C)(=O)=O)c(OC)c1 (centres undefined)	-2	95	-5	95	96	26	93	95	93	-5	9
CC1CCC(NC(=O)Nc2cccs2)CC1 (centres undefined)	14	109	1	104	102	11	103	101	104	-22	/
CCCCOc1ccc(NC(=O)c2cc(F)c(F)cc2Cl)cc1	2	104	-1	102	101	14	102	99	99	-31	/
Cc1cc(NC(=O)COc2ccccc2)n(-c2ccccc2)n1	-6	?	-2	?	?	8	?	?	?	5	/
O=C(c1ccccc1)N(Cc1ccco1)C1CCS(=O)(=O)C1 (centres undefined)	-11	93	0	95	97	35	97	94	94	-14	-12
Cc1cc(C)cc(NS(=O)(=O)c2ccc(NC(=S)NC(=O)c3ccc(Br)o3)cc2)c1	-10	102	-2	102	100	7	98	99	98	-20	-10
COc1ccc(S(=O)(=O)NCC2CCCN(C(=O)C3CCCC3)C2)cc1 (centres undefined)	-16	99	-5	95	99	14	105	99	95	-10	/
CCCOc1ccc(/C(CC)=N/NC(=O)C2(C)CC2(Br)Br)cc1 (centres undefined)	1	105	-6	103	102	6	102	100	100	-13	/
COc1cc(C(=O)Nc2cccc(-c3nc4cc(C)ccc4o3)c2)cc(OC)c1OC	-79	99	-3	95	97	5	93	93	98	8	-8
Cc1ccc(OCC(=O)NNC(=O)Cn2nnc(-c3ccccc3)n2)cc1	-1	96	3	97	94	10	94	96	93	-17	-3
Cc1cc(NC(=O)C2CCCO2)ccc1Br (centres undefined)	7	100	-1	100	98	9	107	99	95	-21	27
CCc1ccc(OCC(=O)N/N=C2\CC(=O)c3ccccc32)cc1	20	104	-2	101	101	25	101	100	99	-31	/
CCC(CC)c1nnc(NC(=O)C2CCCO2)s1 (centres undefined)	16	98	-7	96	96	8	90	94	95	-9	0
CN(C)S(=O)(=O)c1cccc(C(=O)Nc2ccc(Cl)cn2)c1	-4	96	0	97	98	22	97	98	96	-39	/

Four compounds from above, limited to HRas wt GTP and Mcl1 Bid PPI.
mol,HRas wt GTP,Mcl1 Bid PPI
Cc1ccc(OCC(=O)NNC(=O)Cn2nnc(-c3ccccc3)n2)cc1,94,-17
COc1ccc(S(=O)(=O)NCC2CCCN(C(=O)C3CCCC3)C2)cc1 (centres undefined),99,-10
O=C(c1ccccc1)N(Cc1ccco1)C1CCS(=O)(=O)C1 (centres undefined),97,-14
CCCOc1ccc(/C(CC)=N/NC(=O)C2(C)CC2(Br)Br)cc1 (centres undefined),102,-13

More records
SMILES	Mcl1 Noxa PPI	Rac1 wt GTP bind	Mcl-1 Bim block	Cdc42 wt	HRas wt GTP	Avidin fluor	Rab7 wt modul	Rab2 wt GTP	Rac1 mut GTP	Mcl1 Bid PPI	Pf gamet viab
O=C(NNc1ccccn1)c1ccccc1CC[N+](=O)[O-]	-13	95	0	98	98	24	102	100	95	-15	6
CO/N=C(/CS(=O)(=O)Cc1ccccc1Cl)c1ccc(Cl)cc1Cl	10	?	-2	?	?	12	?	?	?	-2	/
CCCC(=O)NCc1ccc2c(c1)cc(C)n2C	-5	104	0	101	104	26	100	102	100	-53	-10
CCN(Cc1ccccc1)S(=O)(=O)c1ccc2oc(C(=O)O)c(C)c2c1	15	100	0	103	101	38	97	99	96	21	20
Cc1nc2ccccc2c(=O)n1NCc1cc(Br)cs1	8	105	0	104	103	5	101	102	101	5	19
CCc1nnc(NC(=O)COc2ccc(N(C)S(=O)(=O)c3ccc(C)cc3)cc2)s1	2	98	0	99	95	9	104	97	95	-7	-11
COc1ccc(C)cc1-n1nnnc1SCC(=O)Nc1cc(C)on1	28	107	0	104	99	23	102	101	101	-23	/
CCc1ccc(C(=O)COC(=O)CCc2nc3ccccc3c(=O)[nH]2)cc1	9	102	-2	104	106	4	106	101	102	-30	/
Cc1nccn1CC(=O)N/N=C/c1cccc(O)c1	-9	102	0	101	100	9	99	99	100	-30	2
Cc1c(C(=O)NCCSCc2ccc(Cl)cc2Cl)cccc1[N+](=O)[O-]	-1	106	-2	107	105	16	101	103	101	-10	/
COc1ccc(-n2cnc3sc4c(c3c2=O)CCCC4)cc1	2	100	-5	96	96	8	94	95	96	0	7
O=C(NC1CCCCC1)c1ccccc1NC(=O)C1CC1	-6	107	-2	105	104	18	101	101	100	0	6
COc1ccc(-c2nnc3sc(CCN4C(=O)c5ccccc5C4=O)nn23)cc1	33	96	-1	93	94	7	94	96	98	13	/
CC(C(=O)NCC1CCCO1)n1cc([N+](=O)[O-])cn1 (centres undefined)	16	98	-3	98	95	10	104	99	94	-14	-13
Cc1ccc(S(=O)(=O)Cc2ccc(C(=O)N3CCc4ccccc4C3)o2)cc1	49	100	-2	100	99	6	99	98	95	0	/
COc1ccc(-n2cnc3cc(NC(=O)c4ccco4)ccc32)cc1	9	105	0	106	104	34	99	103	102	-3	/
O=C(Nc1nnc(-c2ccco2)o1)c1ccc(S(=O)(=O)N2CCCC2)cc1	5	100	0	99	99	5	105	98	96	-33	/
COc1ccc(-n2c3c(cc(C(=O)Nc4cccc(C)n4)c2=O)C(=O)CC(C)(C)C3)cc1	-14	104	0	99	98	12	101	100	96	-31	-15
C/C(CC(O)(/C=N/O)c1ccccc1)=N\O (centres undefined)	-9	106	-5	103	102	23	98	103	102	-20	/
O=C(COC(=O)c1ccco1)NCc1ccc(F)cc1	5	98	0	98	98	9	96	98	96	-31	-17
CCOC(=O)C(C#N)c1ccccn1 (centres undefined)	8	98	-1	100	102	11	103	102	98	-16	17
COc1cc(C)c(N(C(C)=O)c2ccccc2)c(C)c1	-15	99	-3	102	103	12	98	102	97	10	8
Cc1cc(C)cc(NC(=S)N(CCN(C)C)C(C)c2cccnc2)c1 (centres undefined)	-4	98	0	95	98	6	104	95	93	-31	-6
O=S(=O)(NC1c2cccc3cccc(c23)C1Sc1ncccn1)c1ccccc1 (centres undefined)	5	103	0	99	102	13	103	102	103	-11	/
